Screening results from PubChem.
HBB splicing: qHTS Assay for Modulators of Hemoglobin Beta Chain Splicing. 65,000 compounds, 0.06% hits. AID 925, 2007. HBB splicing reporter cell assay, activation; EGFP reporter with mutant IVS2-654 intron; response scale: normalised to 500 nM splice-correcting PNA. Potency, µM (series often up to 46.1 µM), inactives show top-dose activation, actives largely listed as activators; also: potency is read from the fitted curve at half-maximal effect; 0% is about no effect
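HeLa cells stably expressing EGFP interrupted by mutant beta-globin intron 2 (IVS2-654), 500/well in 2% FCS. Treated with compound for 2 days at 37C. Splicing correction scored as total well GFP intensity (488 nm excitation, 500-520 nm emission); 500 nM antisense PNA served as control.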
ALOX15 inhib: qHTS Assay for Inhibitors of 15-hLO (15-human lipoxygenase) | purified 15hLO-1, xylenol orange hydroperoxide absorbance | Potency, µM (highest dose often 57.1 µM), inactives show at the top dose activity change, negative = inhibition, usual class: inhibitors | 74,000 compounds, 1.4% hits | AID 887, 2007; also: potency is read from the fitted curve at half-maximal effect; % is scaled to controls: 0 for no effect and ±100 for the full control effect; nearly all actives have a fitted effect of over 55% in size
Target sequence (P16050 whole entry, looked up): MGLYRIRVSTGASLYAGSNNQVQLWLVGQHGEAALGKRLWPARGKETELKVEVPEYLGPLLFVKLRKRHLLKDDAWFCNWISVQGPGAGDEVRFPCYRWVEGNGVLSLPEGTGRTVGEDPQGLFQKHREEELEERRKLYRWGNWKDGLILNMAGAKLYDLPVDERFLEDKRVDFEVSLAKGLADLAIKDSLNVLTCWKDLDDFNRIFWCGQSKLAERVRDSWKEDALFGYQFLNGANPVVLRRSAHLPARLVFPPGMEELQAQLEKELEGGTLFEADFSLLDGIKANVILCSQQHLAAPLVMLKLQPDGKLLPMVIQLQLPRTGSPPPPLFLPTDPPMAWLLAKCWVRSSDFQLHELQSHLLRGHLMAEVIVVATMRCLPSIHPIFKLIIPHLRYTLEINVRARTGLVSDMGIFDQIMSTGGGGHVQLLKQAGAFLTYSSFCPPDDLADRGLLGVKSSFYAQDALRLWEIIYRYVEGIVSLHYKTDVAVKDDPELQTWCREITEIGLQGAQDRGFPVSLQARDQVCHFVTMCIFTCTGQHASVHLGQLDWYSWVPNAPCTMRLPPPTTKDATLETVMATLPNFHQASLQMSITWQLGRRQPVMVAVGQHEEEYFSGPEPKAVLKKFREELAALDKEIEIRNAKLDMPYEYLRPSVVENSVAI
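Purified human 15hLO-1 (40 nM final) in 25 mM Hepes pH 7.5, 0.01% Triton X-100 was preincubated with compound 15 min at room temperature, then reacted 6 min with 50 uM arachidonic acid; hydroperoxide detected by Fe-XO, 573/405 nm absorbance ratio.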
Hsp90 Hop PPI: qHTS Assay for Disrupters of an Hsp90 Co-Chaperone Interaction; Hsp90 C-terminal peptide / TPR2A (Hop) interaction, human; AID 595, 2007; 71,000 compounds, 0.44% hits; Potency, µM (series often up to 57 µM), for inactives: at the highest dose activity change, negative = inhibition; AlphaScreen TPR2A-His6 binding biotin-Hsp90 C-terminal peptide; active = well fitted curve in either direction with a large enough effect; inconclusive = small, poorly fitted or top-dose-only effect, or another doubt; also: potency is read from the fitted curve at half-maximal effect; % is scaled to controls: 0 for no effect and ±100 for the full control effect; many of its hits are not listed in these tables
BRCT PPI red: qHTS Assay for Inhibitors of BRCT-Phosphoprotein Interaction (Red Fluorophore); Breast cancer type 1 susceptibility protein (Homo sapiens), P38398; Potency, µM (top dose mostly 76.9 µM), for the others: top-dose activity change, negative = inhibition, usual class: inhibitors; BRCT-phosphopeptide binding, red fluorescence polarization; AID 892, 2007; 75,000 compounds, 0.03% hits; also: % is scaled to controls: 0 for no effect and ±100 for the full control effect
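Rhodamine-labelled pBACH1 10-mer (100 nM) bound to BRCT domain (100 nM) at pH 7.3; compounds incubated 12 min room temperature, polarization read. Free peptide defines full inhibition; unlabelled decapeptide titrated as control.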
4-MU autofl: qHTS Assay for Spectroscopic Profiling in 4-MU Spectral Region. compound autofluorescence, 340/450 nm, 4-MU equivalents; active compounds read high. max dye-equivalent concentration, M. 59,000 compounds, 11% hits; in the data active = max dye-equivalent concentration above about 10 nM; inconclusive = mostly about 1.1 nM to 9.6 nM
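Compounds in 100 mM Tris, pH 8.0, incubated 15 min at room temperature, then fluorescence read at 340 nm excitation/450 nm emission. Signal converted to 4-MU dye-equivalent concentration using an on-plate six-point 4-MU standard curve.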
Pol III holo inh: qHTS Assay for Inhibitors of DNA Polymerase III Holoenzyme System; reconstituted DNA polymerase III holoenzyme replication, biochemical; Potency, µM (top dose mostly 57.1 µM), inactives show at the top dose activity change, negative = inhibition; 71,000 compounds, 0.25% hits; also: potency is read from the fitted curve at half-maximal effect; % is scaled to controls: 0 for no effect and ±100 for the full control effect
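Reconstituted *E. coli* holoenzyme (0.35 nM Pol III, 1 nM beta, 154 nM SSB, 2 nM primase) was preincubated with compound for 15 min at RT. Synthesis on 1.4 nM ssM13Gori ran 35 min, then was stopped with PicoGreen/EDTA and read as dsDNA fluorescence.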
BRCT PPI green: qHTS Assay for Inhibitors of BRCT-Phosphoprotein Interaction (Green Fluorophore); Breast cancer type 1 susceptibility protein (Homo sapiens), P38398; 75,000 compounds, 0.05% hits; BRCA1 BRCT-phosphopeptide binding, green fluorescence polarization; Potency, µM (highest dose often 76.9 µM), without a hit: top-dose activity change, negative = inhibition, hits mostly inhibitors;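 also: potency is read from the fitted curve at half-maximal effect; plate controls were peptide without protein for full effect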
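Compounds were incubated for 12 min at room temperature with a complex of 100 nM fluorescein-tagged pBACH1 decapeptide and 250 nM His-tagged BRCT protein. Buffer was phosphate pH 7.3 with EDTA, DTT and Tween 20. Disruption of binding lowers the polarization signal.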
UbGFP stabilizer: Ubiquitin-GFP Assay | Ubiquitin-GFP reporter cells, proteasome inhibition, GFP fluorescence; response scale: untreated = 0%, 10 µM MG-132 = 100% | Potency, µM (titrated, usually from 45.9 µM), for inactives: top-dose activation (GFP accumulation), actives largely listed as activators | AID 526, 2006 | 67,000 tested, under 10 active; active = well fitted activation curve with a large enough effect, not every such curve was filed as active; inconclusive = small, poorly fitted or top-dose-only effect, or another doubt; inactive = no such curve, though single readings can be large or run the other way; also: potency is read from the fitted curve at half-maximal effect
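U2OS cells expressing ubiquitin(G76V)-GFP, seeded overnight in 0.5% FBS medium, then treated 4 hr at 37 C across 46 uM to 2.9 nM. GFP-positive cells counted by laser cytometry (488 ex/515 em); %activity scaled between basal and 10 uM MG-132.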
GFP derepression: qHTS Assay for Epigenetic Modulators; mouse C127i GFP locus derepression, cytometry, 30 h; Potency, µM (series often up to 46.1 µM), for inactives: at the top dose GFP derepression (activation); 68,000 compounds, 0.09% hits; also: % of control where 0% means no effect
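Read-out is the number of GFP-positive cells, scored as fluorescent objects 20 to 120 um wide, reflecting derepression of a silenced CMV-GFP reporter in murine C127i cells after 30 h compound exposure at 37 C.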
A350 fluor: qHTS Assay for Spectroscopic Profiling in A350 Spectral Region; Compound autofluorescence, 340/450 nm, Alexa 350 dye-equivalents; active compounds read high; max dye-equivalent concentration, M; 59,000 compounds, 11% hits; AID 590, 2007; in the data active = max dye-equivalent concentration above about 10 nM; inconclusive = mostly about 1.1 nM to 9.6 nM
CRE-bla Fsk: Cell signaling CRE-BLA (Fsk stim); CHO CRE-bla reporter (cAMP response element driving beta-lactamase), forskolin EC10, beta-lactamase ratio; Potency, µM (titrated, usually from 38.2 µM), without a hit: at the highest dose activity change, negative = inhibition, actives largely listed as activators; 71,000 compounds, 2.5% hits; AID 662, 2007; active = well fitted activation curve with a large enough effect in the signal ratio, with a control signal flat, not every such curve was filed as active; inconclusive = small, poorly fitted or top-dose-only effect, or effect the other way, or a change in a side signal; the % refers to the signal ratio; also: potency is read from the fitted curve at half-maximal effect; % of control where 0% means no effect
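Forskolin analogue NKH 477 at EC10 stimulated CRE-driven beta-lactamase in CHO cells alongside compound dilution series. Beta-lactamase was measured with CCF4, excitation 405 nm, emission ratio 460/530 nm.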
* hit, by the source's call; [ ] = dose if it differs, or a comment. Unless noted, calls follow the shape of the dose curve; as a rule, active = well fitted curve in the direction sought with a large enough effect; inconclusive = small, poorly fitted or top-dose-only effect, or another doubt; inactive = no such curve, though single readings can be large; an effect the other way counts as inactive or inconclusive. Compounds as they come, and some 12% of all compounds hit somewhere here.

Screening CCCOc1nc2c(c(=O)n(C)c(=O)n2C)n1CCC returned HBB splicing -3.4%[57.5 µM], ALOX15 inhib 1%, Hsp90 Hop PPI inconclusive, BRCT PPI red 0.6%, 4-MU autofl inactive, Pol III holo inh 6%, BRCT PPI green -0.9%, UbGFP stabilizer 1%, GFP derepression 0%, A350 fluor inactive and CRE-bla Fsk inconclusive.
For Cc1cccc2cc(CN(CCCN3CCOCC3)Cc3nnnn3C(C)(C)C)c(=O)[nH]c12 the results were HBB splicing 0.1%, ALOX15 inhib 10%, Hsp90 Hop PPI -2%, BRCT PPI red 0.3%, 4-MU autofl inactive, Pol III holo inh -5%, BRCT PPI green 1.7%, UbGFP stabilizer 3%, GFP derepression 0%, A350 fluor inconclusive and CRE-bla Fsk -2%.
Screening CC(C)Cn1c(-c2ccc(F)cc2)n[nH]c1=S returned HBB splicing -0.5%, ALOX15 inhib -20%, Hsp90 Hop PPI 0%, BRCT PPI red -0.8%, 4-MU autofl inactive, Pol III holo inh -6%, BRCT PPI green -1.4%, UbGFP stabilizer -3%, GFP derepression 0%, A350 fluor inactive and CRE-bla Fsk -8%.
COC(=O)CN1C(=O)C(O)(CC(=O)c2ccc(C)cc2)c2ccccc21 (configuration not stated) was read as ALOX15 inhib 9%, Hsp90 Hop PPI -3%, BRCT PPI red -0.3%, 4-MU autofl inactive, Pol III holo inh -5%, BRCT PPI green -2.4%, UbGFP stabilizer 3%, GFP derepression -1%, A350 fluor inactive and CRE-bla Fsk -7%.
For Clc1ccc(Cc2noc(-c3cccs3)n2)cc1 the results were HBB splicing -1.7%, ALOX15 inhib 2%, Hsp90 Hop PPI 21%, BRCT PPI red 1.4%, 4-MU autofl inactive, Pol III holo inh 3%, BRCT PPI green -2.2%, UbGFP stabilizer -8%, GFP derepression 0%, A350 fluor inactive and CRE-bla Fsk -10%.
`O=c1[nH]cnc2nn(-c3ccccc3)nc12` gave HBB splicing -0.4%, ALOX15 inhib 2%, Hsp90 Hop PPI -7%, BRCT PPI red -3.0%, 4-MU autofl inactive, Pol III holo inh 3%, BRCT PPI green -1.5%, UbGFP stabilizer -15%, GFP derepression 0%, A350 fluor inconclusive and CRE-bla Fsk inconclusive.
Screening C=CCNC(=O)CN1C2CCCC1CC(NC(=O)c1ccccc1C)C2 (configuration not stated) returned ALOX15 inhib 16%, Hsp90 Hop PPI 0%, BRCT PPI red -0.6%, 4-MU autofl inactive, Pol III holo inh -6%, BRCT PPI green 0.0%, UbGFP stabilizer -1%, GFP derepression 0%, A350 fluor inactive and CRE-bla Fsk -1%.
CCC(C)(C)n1nnnc1C(c1cc2cccc(C)c2[nH]c1=O)N1CCN(C(=O)c2ccco2)CC1 (configuration not stated) was read as ALOX15 inhib -9%, Hsp90 Hop PPI 47%, BRCT PPI red 0.0%, 4-MU autofl inconclusive, Pol III holo inh 0%, BRCT PPI green -3.2%, UbGFP stabilizer -3%, GFP derepression -1%, A350 fluor inconclusive and CRE-bla Fsk 2%.
Cn1cc(S(=O)(=O)N2CCN(Cc3ccccc3)CC2)c(=O)n(C)c1=O was read as HBB splicing 0.3%, ALOX15 inhib -24%, Hsp90 Hop PPI -3%, BRCT PPI red -1.7%, Pol III holo inh 1%, BRCT PPI green -1.7%, UbGFP stabilizer 17% and CRE-bla Fsk inconclusive.
Screening C(=N\n1cnnc1)/C1CCCCC1 returned HBB splicing -0.3%, ALOX15 inhib 3%, Hsp90 Hop PPI 0%, BRCT PPI red -1.4%, 4-MU autofl inactive, Pol III holo inh 4%, BRCT PPI green -2.9%, UbGFP stabilizer -19%, GFP derepression 1%, A350 fluor inactive and CRE-bla Fsk 4%.
COCCNC(=O)c1cc(-c2ccc3c(c2)OCO3)on1 was read as HBB splicing -0.5%, ALOX15 inhib -1%, Hsp90 Hop PPI -3%, BRCT PPI red -0.6%, 4-MU autofl inactive, Pol III holo inh -8%, BRCT PPI green -0.1%, UbGFP stabilizer 0%, GFP derepression 1%, A350 fluor inactive and CRE-bla Fsk -10%.
Screening CCn1c(CNC(=O)c2cccc(C)c2)nnc1SCC(=O)Nc1cccc(OC)c1 returned HBB splicing -1.3%, ALOX15 inhib 2%, Hsp90 Hop PPI 1%, BRCT PPI red -0.5%, 4-MU autofl inactive, Pol III holo inh -8%, BRCT PPI green 1.3%, UbGFP stabilizer 0%, GFP derepression 2%, A350 fluor inactive and CRE-bla Fsk -3%.
Screening C/C(=N\O)c1ccccc1C(=O)O returned HBB splicing 3.0%, ALOX15 inhib 2%, Hsp90 Hop PPI -4%, BRCT PPI red 1.1%, 4-MU autofl inactive, Pol III holo inh 3%, BRCT PPI green 1.0%, UbGFP stabilizer -2%, GFP derepression -1%, A350 fluor inactive and CRE-bla Fsk -2%.
`Nc1nc(Cl)nc2c1ncn2[C@@H]1O[C@@H](COP(=O)(O)OP(=O)(O)OP(=O)(O)O)[C@@H](O)[C@H]1O` gave HBB splicing 2.2%, ALOX15 inhib 9%, Hsp90 Hop PPI -3%, BRCT PPI red -2.4%, 4-MU autofl inactive, Pol III holo inh 1%, BRCT PPI green -1.6%, UbGFP stabilizer 5%, GFP derepression -1%, A350 fluor inactive and CRE-bla Fsk 8%.
CCc1nc(C)cn1S(=O)(=O)c1cc(Br)c(C)cc1OC was read as HBB splicing 1.6%, ALOX15 inhib -3%, Hsp90 Hop PPI -3%, BRCT PPI red 1.0%, 4-MU autofl inactive, Pol III holo inh 1%, BRCT PPI green 0.0%, UbGFP stabilizer -5%, GFP derepression 9%, A350 fluor inactive and CRE-bla Fsk inconclusive.
`O=C(O)CSc1c2c(nc3cc(C(=O)N4CCOCC4)ccc13)CCCC2` gave HBB splicing -1.6%[0.369 µM], ALOX15 inhib -12%, Hsp90 Hop PPI -6%, BRCT PPI red -1.4%, 4-MU autofl 1.8e-08M*, Pol III holo inh -2%, BRCT PPI green -1.1%, GFP derepression 1%, A350 fluor 2.5e-08M* and CRE-bla Fsk 9%.
`O=S(=O)(NCC1CCCO1)c1ccc(Oc2ccccc2)cc1` (configuration not stated) gave HBB splicing 6.2%, ALOX15 inhib 13%, Hsp90 Hop PPI -2%, BRCT PPI red -2.3%, 4-MU autofl inactive, Pol III holo inh -4%, BRCT PPI green 0.2%, UbGFP stabilizer -3%, GFP derepression 3%, A350 fluor inactive and CRE-bla Fsk 2%.
`Cc1ccc2ccccc2c1CSc1nc(N)nc2c1ncn2CC(C)C` gave HBB splicing 0.3%[9.22 µM], ALOX15 inhib 6%[11.4 µM], Hsp90 Hop PPI -4%[11 µM], BRCT PPI red -3.6%[15.4 µM], 4-MU autofl inactive, Pol III holo inh 0%[11.4 µM], BRCT PPI green -2.7%[15.4 µM], UbGFP stabilizer 0%[9.17 µM], GFP derepression 6%[9.22 µM], A350 fluor inactive and CRE-bla Fsk inconclusive.
For COc1ccccc1OCC(=O)NCc1ccco1 the results were ALOX15 inhib -2%, Hsp90 Hop PPI -7%, BRCT PPI red 0.2%, 4-MU autofl inactive, Pol III holo inh -1%, BRCT PPI green 1.3%, UbGFP stabilizer 1%, GFP derepression 4%, A350 fluor inactive and CRE-bla Fsk -8%.
O=C(NCc1ccncc1)C12CC3CC(CC(C3)C1)C2 was read as HBB splicing -0.2%[57.5 µM], ALOX15 inhib -26%, Hsp90 Hop PPI 3%, BRCT PPI red -0.4%, 4-MU autofl inactive, Pol III holo inh -4%, BRCT PPI green 0.6%, UbGFP stabilizer -3%, GFP derepression 0%, A350 fluor inactive and CRE-bla Fsk 8%.
COC(=O)c1ccccc1S(=O)(=O)N(CCCO)Cc1cc2c(C)ccc(C)c2[nH]c1=O was read as HBB splicing 0.2%[57.5 µM], ALOX15 inhib -10%, Hsp90 Hop PPI -7%, BRCT PPI red -0.4%, 4-MU autofl inconclusive, Pol III holo inh -6%, BRCT PPI green 1.5%, UbGFP stabilizer 0%, GFP derepression 3%, A350 fluor inconclusive and CRE-bla Fsk 7%.
